# Bioassay records from PubChem.
# IDE cell activ: IDE (human) activation, cell-based; P14735; HEK cells, FAbeta-B cleavage, fluorescence polarization; 0% vehicle, 100% cell-free pure enzyme wells; activation, % at 5.96 µM; actives 0.073% (n = 340,000); AID 493087;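 active means activation above the mean of all tested compounds plus 3 SD, set per screening campaign, cut at about 17% in these data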
# IMP-1 inhibitor: inhibitors of Pseudomonas aeruginosa IMP-1 metallo-beta-lactamase; purified IMP-1, nitrocefin hydrolysis, epi-absorbance fluorescence; inhibition, % at 5.6 µM; actives 0.45% (n = 290,000); AID 1556;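 active means inhibition above the mean plus 3 SD of all compounds in the same screening run, cut at about 4.5% in these data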;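 further: 0% = IMP-1 with DMSO and 100% = DMSO wells lacking enzyme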
#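 Material – recombinant IMP-1 enzyme, purified · Amount – IMP-1 0.2 nM before substrate addition · Medium – HEPES buffer pH 7.1 with ZnSO4 and Brij 35 · Timing – 25 °C, 15 min preincubation, 25 min reaction · Measured by – plate fluorescence quenching by hydrolysis product, ex 480/em 530 nm · Read-out – percent enzyme inhibition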
# NS3 helicase inh: inhibitors of Hepatitis C virus NS3 helicase | NS3 helicase DNA unwinding, Cy5 molecular beacon fluorescence | inhibition, % at 10.9 µM | actives 0.56% (n = 290,000);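 active means inhibition above the mean of all tested compounds plus 3 SD, set per campaign, cut at about 35% in these data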;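 further: 0% = DMSO wells and 100% = thioflavine S control wells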
#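 System: NS3 helicase fragment of HCV / Schedule: 1 h at 25 °C / Control set: DMSO alone as 0% and 110 µM thioflavine S as 100% / Reagent: Cy5/quencher beacon DNA duplex and ATP to start / Technique: Cy5 fluorescence / Replication: singlicate / Evaluation: % inhibition of end-to-start signal ratio versus controls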
# p-CIP stab down: lowers stability of the mouse p/CIP coactivator protein. AID 1984. decrease of EGFP signal, % at 10 µM. actives 0.01% (n = 290,000). F442A p/CIP-EGFP cells, EGFP fluorescence, 16 h;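 active means EGFP signal decrease of at least 30% at 10 µM or well 3 SD below plate mean, unless failing retest; inactive means the rest, including hits failing retest or dose response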; further: some compounds called inactive have numbers as strong as hits; many of its hits are not listed in these tables
# Target sequence (Q05BA5 1-1403): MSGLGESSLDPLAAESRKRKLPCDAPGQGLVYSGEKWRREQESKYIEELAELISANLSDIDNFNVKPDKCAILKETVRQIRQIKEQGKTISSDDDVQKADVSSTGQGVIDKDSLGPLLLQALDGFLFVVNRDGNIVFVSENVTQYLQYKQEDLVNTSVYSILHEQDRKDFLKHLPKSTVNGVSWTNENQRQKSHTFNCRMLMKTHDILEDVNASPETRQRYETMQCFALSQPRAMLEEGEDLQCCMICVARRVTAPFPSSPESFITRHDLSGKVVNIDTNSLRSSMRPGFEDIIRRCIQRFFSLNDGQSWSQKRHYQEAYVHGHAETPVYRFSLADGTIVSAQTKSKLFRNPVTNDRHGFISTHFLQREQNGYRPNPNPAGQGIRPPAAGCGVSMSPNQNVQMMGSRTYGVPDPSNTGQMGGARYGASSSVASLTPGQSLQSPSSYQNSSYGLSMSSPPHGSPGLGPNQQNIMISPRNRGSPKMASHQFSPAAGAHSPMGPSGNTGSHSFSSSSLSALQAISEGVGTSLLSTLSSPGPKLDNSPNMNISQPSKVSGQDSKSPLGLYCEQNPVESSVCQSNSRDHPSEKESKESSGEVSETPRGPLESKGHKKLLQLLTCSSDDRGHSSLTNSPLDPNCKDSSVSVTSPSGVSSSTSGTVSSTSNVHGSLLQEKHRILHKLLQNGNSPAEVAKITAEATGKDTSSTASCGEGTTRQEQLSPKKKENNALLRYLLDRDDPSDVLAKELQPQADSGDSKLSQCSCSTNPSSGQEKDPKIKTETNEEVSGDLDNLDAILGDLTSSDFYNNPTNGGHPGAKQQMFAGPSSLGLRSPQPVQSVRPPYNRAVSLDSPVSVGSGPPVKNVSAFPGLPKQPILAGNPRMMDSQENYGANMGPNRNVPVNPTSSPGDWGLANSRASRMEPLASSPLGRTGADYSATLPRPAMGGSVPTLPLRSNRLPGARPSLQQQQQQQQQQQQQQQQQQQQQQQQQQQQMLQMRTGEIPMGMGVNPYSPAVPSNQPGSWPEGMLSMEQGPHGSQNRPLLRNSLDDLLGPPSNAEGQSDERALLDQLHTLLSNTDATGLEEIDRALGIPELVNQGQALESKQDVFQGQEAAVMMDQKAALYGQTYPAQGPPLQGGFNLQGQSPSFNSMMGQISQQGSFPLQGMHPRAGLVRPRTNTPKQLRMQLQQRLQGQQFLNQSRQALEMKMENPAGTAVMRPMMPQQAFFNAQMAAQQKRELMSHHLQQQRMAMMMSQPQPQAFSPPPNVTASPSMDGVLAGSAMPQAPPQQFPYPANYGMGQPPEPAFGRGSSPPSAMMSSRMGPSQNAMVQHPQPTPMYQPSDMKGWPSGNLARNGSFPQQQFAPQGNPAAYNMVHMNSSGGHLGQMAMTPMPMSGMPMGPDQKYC
# GalR3 antag: blocks the human galanin receptor 3. O60755. HEK293 GalR3-CNG cAMP membrane potential fluorescence; galR3 body fused to GalR1 C-terminus. inhibition, % at 3 µM. actives 0.44% (n = 360,000). AID 651719;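 active means inhibition above the screen-wide average plus 3 SD, cut at about 13% in these data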;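 further: forskolin and galanin both at EC90 stimulate the cells; cAMP rise reported by CNG channel membrane potential dye signal; 0% = forskolin plus galanin with DMSO and 100% = forskolin alone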
# SUMO HTRF inh: inhibitors of human SUMOylation (UBC9); P63279; HTRF SUMOylation assay, SAE1/SAE2 + UBC9, in vitro; inhibition, % at 35 µM; actives 0.36% (n = 290,000); in the data active means inhibition above about 50%, passing the limit was not always enough; further: strong numbers were not always called active
# VIM-2 inhibitor: blocks Pseudomonas aeruginosa VIM-2 metallo-beta-lactamase; purified VIM-2, nitrocefin hydrolysis, epi-absorbance fluorescence; inhibition, % at 5.6 µM; actives 0.89% (n = 290,000); AID 1527;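 active means inhibition above the mean of all tested compounds plus 3 SD, cutoff set per screening run, cut at about 7.5% in these data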;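 further: red hydrolysis product quenches plate fluorescence so inhibitors raise well fluorescence; 0% = enzyme with DMSO and 100% = DMSO without enzyme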
# IDE inh: inhibits human insulin-degrading enzyme in HEK cells | FAbetaB cleavage, fluorescence polarization | inhibition, % at 5.59 µM | actives 0.41% (n = 320,000);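 active means percent inhibition above the average of all tested compounds plus 3 SD, set per screening campaign, cut at about 16% in these data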;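 further: IDE supplied by intact live HEK cells; FP after avidin binding of uncleaved biotin substrate so inhibition keeps polarization high; 0% = DMSO wells and 100% = 60 µM reference IDE inhibitor Ii1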
# CRFBP-R2 block: CRF-BP/CRF-R2 complex antagonism; actives 0.59% (n = 350,000); inhibition, % at 11.8 µM; HEK293 CRF-R2/CRF-BP, CRF-induced calcium fluorescence; AID 588475;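 active means inhibition of the ligand-induced calcium signal above about 50% at the single tested concentration, limit read from the data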
# * = called active by the depositor; / = no result given. Compounds were not picked by outcome. Share with any hit: about 3.2%.
Molecule,IDE cell activ,IMP-1 inhibitor,NS3 helicase inh,p-CIP stab down,GalR3 antag,SUMO HTRF inh,VIM-2 inhibitor,IDE inh,CRFBP-R2 block
Cc1ccc(C(=O)N2CCC(C(=O)Nc3cccc([N+](=O)[O-])c3)CC2)cc1,0,-2.2,-11,-1,-5,-4,-2.5,1,8
CCc1ccc(N(C(=O)c2ccco2)C(C(=O)NC2CCCC2)c2ccco2)cc1 (stereo not drawn),1,-1.5,-7,/,-3,/,0.8,3,4
CC(C)c1ccc(C(O)Cc2nc3ccccc3n2C)cc1 (stereo not drawn),-8,-2.4,-3,-6,1,15,-3.8,-2,5
CC(C)(C)N(Cc1ccccc1)C(=O)COC(=O)/C=C/c1ccc2c(c1)OCO2,0,/,/,/,-3,/,/,4,8
CCn1c(C)c(C)c2cc(C(=O)NCCCN3CCCCC3)ccc21,2,-2.2,-28,-7,-7,13,1.0,-2,4
C/C(=N\NC(=O)c1ccccc1)c1ccc(C)c([N+](=O)[O-])c1,-2,-2.2,5,-4,-1,2,-2.4,1,12
COc1ccc(CC(=O)Nc2cccc(C(C)=O)c2)cc1S(=O)(=O)N1CCOCC1,0,/,/,/,-3,/,/,-1,12
COc1cccc(C(=O)/C=C/c2ccc(SC)cc2)c1,-5,-1.7,-7,-10,-7,2,-2.4,4,32
Cc1cc(-n2cnc(-c3cn[nH]c3C)n2)no1,12,-3.2,-3,9,-2,11,-1.7,-5,2
CC(=O)Oc1ccc2nc(/C=C/c3ccccc3)oc(=O)c2c1,5,-5.4,25,-4,-8,3,-2.6,4,3
Cc1ccc(-n2nc(C(=O)O)c3ccccc3c2=O)cc1C,1,-1.2,0,1,-1,15,-2.8,1,10
Cc1nc(CC(=O)c2ccc(O)c(C)c2O)cs1,-4,-2.7,7,-4,-3,13,-0.3,2,13
CC(C)Oc1ccc(CNS(=O)(=O)c2csc(C(N)=O)c2)cc1,7,-0.7,4,-9,5,-5,-0.2,4,-6
CS(=O)(=O)N(CC(=O)Nc1ccccc1)Cc1ccc(Cl)cc1,5,-2.1,0,1,-4,3,-0.9,-6,1
CCOC(=O)N1CCN(C(=O)Cc2ccsc2)CC1,0,-2.6,-10,0,5,-1,-2.6,4,-1

# Next section
Molecule,IDE cell activ,IMP-1 inhibitor,NS3 helicase inh,p-CIP stab down,GalR3 antag,SUMO HTRF inh,VIM-2 inhibitor,IDE inh,CRFBP-R2 block
Cc1ccc(N2C(=O)c3ccc(C(=O)N4CCN(c5ccc(C)c(C)c5)CC4)cc3C2=O)cc1,4,-2.7,6,5,-4,-2,-5.4,8,-12
CCOc1ccccc1NC(=O)CCCNC(=O)Cn1cnc2sc(C)c(C)c2c1=O,-7,-3.8,13,1,-8,12,-1.7,1,-9
COc1cc(CNCCc2ccc(S(N)(=O)=O)cc2)ccc1OCC(=O)NC1CCCCC1,0,-0.9,-12,-10,4,27,-1.4,2,6
CCc1ccc(-n2c(O)cnc2Nc2nc(C)cc(C)n2)cc1,8,/,/,3,1,7,/,2,8
COc1ccccc1CNC(=O)CCC(=O)N1CCOc2ccc(Cl)cc21,-9,-2.6,-9,7,/,-3,-0.6,1,5
Cc1cc2cc3c(cc2nc1SCC(=O)Nc1c(C)cccc1C)CCC3,-4,-2.5,-9,4,-8,-30,-3.7,3,1
O=C(Cc1sc(Nc2ccccc2)nc1-c1ccccc1)NCc1ccccc1,-2,-2.8,-15,-12,-4,-13,-3.0,-1,-9
Cc1sc2nc(CSCC(=O)Nc3cc(F)ccc3F)[nH]c(=O)c2c1C,0,/,/,/,-3,/,/,-5,7
C[C@H](NC(=O)c1nc[nH]c1C(=O)N1CCc2ccccc2C1)C(=O)OC(C)(C)C,0,/,/,1,0,25,/,2,-8
Cc1cc(=O)n2nc(N3CCC(C(=O)NC4CCCc5ccccc54)CC3)sc2n1 (stereo not drawn),2,-1.6,7,-3,-5,-3,-0.9,-1,3
O=c1c2c3c(sc2nc2n1CCCC2)CCCCC3,-1,-2.5,-1,-3,0,18,-0.1,-1,-10
O=C(COc1ccc(S(=O)(=O)N2CCCC2)cc1Cl)NC1CC1,-2,-2.1,4,3,-3,-4,-1.9,1,-21
COCCCn1c(SCC(=O)N2CC(=O)Nc3ccccc32)nnc1-c1ccoc1C,-1,3.9,-3,2,-4,9,0.0,-1,9
O=C(CNC(=S)N(Cc1ccccc1Cl)C1CCCC1)NCCN1CCOCC1,-1,-1.5,-7,-6,3,10,-1.5,5,-2
COc1cc(NC(=O)c2ccccc2)c(OC)cc1NC(=O)CN1CCOCC1,0,0.5,-5,3,-1,-9,-1.6,0,-5

# Next part
Molecule,IDE cell activ,IMP-1 inhibitor,NS3 helicase inh,p-CIP stab down,GalR3 antag,SUMO HTRF inh,VIM-2 inhibitor,IDE inh,CRFBP-R2 block
Cc1ccc(C)c(NC(=O)CCN2CCN(C)CC2)c1,2,-5.1,-4,-3,-12,-4,-0.1,2,8
Cc1cccc(NC(=O)c2ccccc2O)c1C,1,-3.5,15,-4,0,5,-1.8,-1,31
CN(CC(=O)Nc1ccccc1N1CCOCC1)CC(=O)Nc1ccc(F)c(F)c1F,3,-0.1,-9,5,-2,3,-1.0,4,-13
CN(C)S(=O)(=O)c1cccc(NC(=O)COC(=O)CNC(=O)c2cccc([N+](=O)[O-])c2)c1,-5,-2.5,1,10,0,-15,0.1,5,-3
Nc1ccc2nc(C(F)(F)F)[nH]c2c1,-2,-2.6,-6,-12,-5,19,-2.2,-1,4
COc1ccc([C@@H]2Sc3ccccc3NC(=O)[C@@H]2O)cc1,0,/,/,/,1,/,/,1,18
CC1CCCN(Cc2ccc(OCc3ccccc3)cc2)C1 (stereo not drawn),-3,-0.8,-18,4,-9,-4,-2.3,0,4
Cc1cccn2c(=O)c3cc(C(=O)NC4CCCCC4)c(=N)n(Cc4ccccc4)c3nc12,-2,-2.3,-18,-8,-2,16,1.5,8,-2
Nc1ccc(Sc2cnn(-c3ccccc3)c(=O)c2Cl)cc1,-3,-2.6,-3,0,-3,-7,-4.5,0,7
O=C(CSc1nc2c(cnn2-c2ccccc2)c(=O)[nH]1)N1N=C(c2cccs2)CC1c1ccc(F)cc1 (stereo not drawn),1,-2.6,-4,-3,/,-6,-2.1,1,11
COc1ccc(S(=O)(=O)NCc2ccccn2)cc1,-3,-2.3,0,3,15*,18,-4.5,2,2
CN(C)CCCN(C(=O)c1cc2ccccc2oc1=O)c1nc2ccc(F)cc2s1,3,-0.5,-8,-8,-5,17,0.0,-3,-22
NC(=O)CSc1nnc(-c2ccc(S(=O)(=O)N3CCCC3)cc2)n1CC1CCCO1 (stereo not drawn),5,-2.0,0,-18,-5,19,1.0,4,4
O=[N+]([O-])c1ccc(/C=N/n2cnc3ccccc32)s1,4,-1.0,-9,0,-5,7,-0.8,-6,-29
CCN(CC)C(=O)Cn1nc(-c2ccccc2O)nc1SCC(=O)Nc1ccc(OC)cc1,0,-2.9,13,-14,-7,-16,-4.2,-1,-4

# Following part.
Molecule,IDE cell activ,IMP-1 inhibitor,NS3 helicase inh,p-CIP stab down,GalR3 antag,SUMO HTRF inh,VIM-2 inhibitor,IDE inh,CRFBP-R2 block
Cc1cccc(Nc2ccc([N+](=O)[O-])cn2)c1,6,0.3,20,3,-10,5,2.2,/,-1
CN1CCN(C2Cc3cc(Cl)ccc3Sc3cc(F)ccc32)CC1 (stereo not drawn),-7,/,/,/,-10,/,/,-8,-24
Cc1ccc2c(c1)N(CC(=O)NCC1CCCO1)C(=O)CO2 (stereo not drawn),3,-3.8,0,-11,-9,6,-2.1,5,7
CCC(=O)Nc1cccc(C(=O)OCc2cccc([N+](=O)[O-])c2)c1,6,-2.5,6,-8,-3,-7,-1.2,/,-20
O=C(CSc1cccc2cccnc12)N/N=C/c1cccnc1,/,-2.5,-10,-14,-3,0,-1.2,7,2
Cc1cc2c(=O)n(C)c(SCC(=O)NC3CCCC3)nc2s1,2,/,/,/,-1,/,/,-2,2
Cc1ccc(CSc2ccc(S(=O)(=O)N3CCCC3)cn2)cc1,3,/,/,/,1,/,/,7,14
O=C(Nc1ccc(Cl)c([N+](=O)[O-])c1)c1ccc(NCCCN2CCOCC2)c([N+](=O)[O-])c1,1,-2.1,-20,0,-6,-7,0.4,3,15
CCOc1ccc(Nc2oc(-c3cccc(Cl)c3)nc2C#N)cc1,3,-0.7,-1,-7,-5,13,0.7,5,-61
Cc1[nH]n(-c2ccccc2)c(=O)c1C=Nc1ccc(S(=O)(=O)N=C(N)N)cc1,3,-3.1,9,-12,0,12,-2.7,8,-2
Cc1cc(C)nc(NNS(=O)(=O)c2ccc(Cl)cc2)n1,-8,/,/,/,-7,/,/,12,-4
CN(CCc1ccccn1)S(=O)(=O)c1ccc(F)cc1,1,-3.3,8,-2,-1,28,-0.5,-2,0
COC(=O)c1cc2ccccc2c(-c2c(O)ccc3ccccc23)c1O,-3,-1.2,-19,5,-9,-13,1.2,9,32
Brc1ccc(Oc2ncc(CN3CCOCC3)s2)cc1,3,-0.1,0,-4,-2,32,-1.8,5,36
Nc1nc2nc(SCC(=O)N3CCCc4ccccc43)[nH]c2c(=O)[nH]1,/,-2.4,-1,12,/,-7,0.6,1,/

# Following part.
Molecule,IDE cell activ,IMP-1 inhibitor,NS3 helicase inh,p-CIP stab down,GalR3 antag,SUMO HTRF inh,VIM-2 inhibitor,IDE inh,CRFBP-R2 block
FC(F)(F)c1ccnc(Sc2n[nH]c(C(F)(F)F)n2)c1,-3,-4.0,-2,0,-2,10,-2.4,-3,18
Cc1nn(-c2ccccc2)c(N)c1C(O)(CC(=O)C(F)(F)F)C(F)(F)F (stereo not drawn),-3,-1.2,9,-2,0,0,-4.1,1,25
Nc1cccc(P(=O)(c2ccccc2)c2ccccc2)c1,4,-2.1,4,-7,-7,-6,-2.6,1,2
CN1C(=O)CSc2ccc(NC(=O)Nc3ccccn3)cc21,6,0.0,9,-1,1,11,3.6,1,-1
COC(=O)C1C2C=CC3(CN(Cc4cccs4)C(=O)C13)O2 (stereo not drawn),5,-2.3,2,-13,3,-9,-4.7,2,-3
CCOC(=O)c1c(C)n(C)c2ccc(OC)c(NC(=O)CCN3CCSCC3)c12,3,-1.0,-2,-1,-3,4,-0.6,4,-3
COc1ccc(-c2nc3c(n2O)CCCC3=O)cc1OC,4,-2.2,-5,4,-1,20,-2.3,1,5
NC(=O)c1ccccc1N,2,/,/,/,-8,/,/,-2,-2
CS(=O)c1nc(-c2ccc(Br)cc2)cc(-c2ccccc2)c1C#N (stereo not drawn),-11,-1.5,-1,-11,-15,17,-1.9,6,19
Cc1cc(NC(=O)CC#N)n(-c2nc3ccccc3[nH]2)n1,0,-4.5,5,-11,-5,-21,-1.7,10,-8
CC(C)CN(CC(C)C)C(=O)Cc1coc2ccc3ccccc3c12,3,-5.6,5,-4,-3,-3,-1.9,-4,-10
O=C(O)CCCC(=O)Nc1cccc([N+](=O)[O-])c1,5,0.1,3,4,-8,4,-1.5,3,-5
CCc1c(C)nc(SCC(=O)c2ccc(C)c(C)c2)[nH]c1=O,-1,3.8,3,-3,-2,1,0.1,-10,1
O=C(CNC1CCCC1)Nc1ccc(N2CCCCCC2)cc1,4,-2.2,-32,-25,-8,0,-4.1,-4,-28
